# Screens deposited in PubChem by The Scripps Research Institute Molecular Screening Center.
# OX1R antag-1 – blocks the human orexin 1 receptor. CHO/OX1R cells, Fluo-8 calcium fluorescence, orexin A. inhibition, % at 5 µM. 330,000 tested, 0.43% active. AID 434989;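 active = inhibition above its plate's threshold, mean inhibition of all tested compounds on the plate plus 3 SD, cut at about 37% in these data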;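 note: 0% = orexin A challenge wells and 100% = SB-334867-A antagonist wells; not every result past the cut was called active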
# Target sequence (O43613 whole entry, looked up): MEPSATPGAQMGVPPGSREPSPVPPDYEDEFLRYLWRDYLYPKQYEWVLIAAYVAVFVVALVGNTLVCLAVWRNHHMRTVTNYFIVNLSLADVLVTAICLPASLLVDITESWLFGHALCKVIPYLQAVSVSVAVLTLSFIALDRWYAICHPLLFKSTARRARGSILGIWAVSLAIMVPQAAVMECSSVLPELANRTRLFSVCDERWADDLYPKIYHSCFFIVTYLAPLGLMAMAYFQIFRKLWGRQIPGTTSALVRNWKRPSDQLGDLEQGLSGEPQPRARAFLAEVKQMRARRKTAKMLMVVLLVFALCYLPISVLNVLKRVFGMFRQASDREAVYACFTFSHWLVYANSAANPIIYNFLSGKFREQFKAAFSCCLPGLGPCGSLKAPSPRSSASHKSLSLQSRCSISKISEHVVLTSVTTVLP
# OX1R antag-2 – OX1R (human) antagonism; AID 485270; inhibition, % at 6.6 µM; 330,000 tested, 1.8% active; OX1R-expressing cells, FRET antagonist read-out; O43613; in the data active = inhibition mostly above about 38%, no sharp cut-off; inactive = mostly below about 40%;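 note: 0% = agonist challenge alone and 100% = reference antagonist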
# An asterisk follows results filed as active.
# Sample of the layout, four compounds:
SMILES,OX1R antag-1,OX1R antag-2
CCN(CC(=O)N1CCC(C(N)=O)CC1)S(=O)(=O)c1ccc(Cl)cc1,0.9,15.6
O=C(CCS(=O)(=O)c1cccc2nonc12)Nc1cccc2c1CCCC2,-24.7,38.1
CC(=O)c1ccc(OCC(=O)Nc2ccc3c(c2)CCC3)cc1,-19.0,33.5
COc1ccc(CNC(=O)COc2ccc(OC)cc2)cc1,-12.2,3.1

# All compounds of this part, repeating the preview:
SMILES,OX1R antag-1,OX1R antag-2
CCN(CC(=O)N1CCC(C(N)=O)CC1)S(=O)(=O)c1ccc(Cl)cc1,0.9,15.6
O=C(CCS(=O)(=O)c1cccc2nonc12)Nc1cccc2c1CCCC2,-24.7,38.1
CC(=O)c1ccc(OCC(=O)Nc2ccc3c(c2)CCC3)cc1,-19.0,33.5
COc1ccc(CNC(=O)COc2ccc(OC)cc2)cc1,-12.2,3.1
O=C(COC(=O)CNC(=O)c1ccc(Cl)cc1Cl)NC1CCCCCCC1,-16.3,9.3
Cc1ccc2oc(=O)n(Cc3ccc(F)cc3)c2c1,-10.7,6.7
COc1ccc(N2CC(=O)N(c3ccc(OC)c(OC)c3)CC2=O)cc1OC,-5.2,3.0
Fc1c(F)c(F)c(N/N=C/c2c[nH]c3ccccc23)c(F)c1F,12.9,7.3
CC1CC1C(=O)OCc1cc(=O)n2cc(Br)ccc2n1 (configuration not stated),-18.5,77.9
Cc1cccc(N(CC(=O)NC(C)(C)C)C(=O)CNC(=O)c2cccs2)c1C,-21.2,5.9
c1cnc(Oc2ccc3oc4ccccc4c3c2)nc1,-19.3,22.9
Cc1ccc(S(=O)(=O)Cc2ccc(C(=O)NC3CCCC3)o2)cc1,-15.0,13.4
COc1ccc(NC2c3ccccc3C(=O)N2c2cccnc2)cc1 (configuration not stated),-7.3,14.9
Cc1cc(Br)cc2cn[nH]c12,-11.3,10.6
O=C(Cc1cccc2ccccc12)NC(NC(=S)Nc1ccccc1Cl)C(Cl)(Cl)Cl (configuration not stated),0.8,16.9
COC(=O)c1sccc1-n1cccc1C(=O)C(=O)N1CCCCC1,-20.7,17.6
O=C(c1ccc(Cl)c(S(=O)(=O)N2CCOCC2)c1)N1CCN(c2ccccc2F)CC1,-22.8,-1.8
C/C(=N\NC(=O)C1COc2ccccc2O1)c1ccc(N2CCOCC2)cc1 (configuration not stated),-17.1,11.5
O=C(CSc1nc2c(cnn2-c2ccc(F)cc2)c(=O)[nH]1)N1CCCc2ccccc21,-33.6,16.5
O=C(CN1CCN(Cc2cccc(F)c2)CC1)Nc1ccccc1F,-13.2,6.6
Cc1ccc(OCCSc2nc(N)cc(N)n2)cc1,-11.4,7.7
CCN(C(=O)c1cccc(NC(=O)c2ccccc2)c1)C1CCCCC1,-25.8,12.1
COc1cccc(N2CCN(C(=O)c3cn(Cc4ccccc4)nc3-c3cccnc3)CC2)c1,-16.1,4.2
COc1ccc(C(=O)NC(=S)N2CCCCC2c2cccnc2)cc1OC (configuration not stated),-17.9,3.8
CC(C)NC(=O)N(C)C[C@H]1Oc2ccc(NC(=O)CCN3CCOCC3)cc2C(=O)N([C@H](C)CO)C[C@@H]1C,6.4,30.1
COC(=O)C(CCCCNC(=O)OCc1ccccc1)NC(=O)CN (configuration not stated),1.9,2.5
COCCNC(=O)c1ccc(CS(=O)(=O)c2ccccc2OC)o1,-11.6,3.0
COC(=O)c1ccc(N2C(=O)C3C4C=CC(CC4)C3C2=O)cc1 (configuration not stated),-12.7,-0.3
COc1ncccc1C(=O)NC1CCCc2c1cnn2-c1ccc(C)c(C)c1 (configuration not stated),-34.2,18.4
COc1ccc(CCN2CCCn3c2nc2c3c(=O)n(Cc3ccccc3F)c(=O)n2C)cc1OC,-11.7,13.9
Cc1cccc(NC(=O)C2CCCN2C(=O)NC2CCCCC2)c1 (configuration not stated),-22.3,10.1
CCCn1nc(NC(=O)C2CCCO2)c2cc3cccc(C)c3nc21 (configuration not stated),-18.0,-2.6
Cc1ccc(SCC(=O)NNC(=O)CCS(=O)(=O)c2ccc(C)cc2)cc1,-5.5,16.6
CCOC(=O)C1=C(CS(=O)(=O)c2ccc(C)cc2)NC(=O)NC1c1cc(OC)c(OC)c(OC)c1 (configuration not stated),-8.4,3.2
COC(=O)Cc1cnc(NC(=O)C2C3CCC(C3)C2C(=O)O)s1 (configuration not stated),-12.6,8.8
CC1(C)Cc2c(sc3ncn(N)c(=N)c23)CO1,-1.2,34.3
NC(=O)CN1CCOCCOCCN(CC(N)=O)CCOCCOCC1,-10.5,27.9
O=C(CN1C(=O)C2C3C=CC(C4CC34)C2C1=O)Nc1cnc2ccccc2c1 (configuration not stated),-23.0,5.5
COC(=O)[C@H](Cc1ccccc1)NC(=O)NCC1CCCO1 (some centres not stated),-11.6,8.2
C[C@H](CO)N1C[C@H](C)[C@@H](CN(C)S(C)(=O)=O)Oc2c(NC(=O)C3CC3)cccc2C1=O,-1.9,3.9
CCOc1ccc(S(=O)(=O)Nc2ccc(OC)nc2)cc1,-16.5,9.9
O=C1CCCc2[nH]nc(-c3cccnc3)c21,3.9,10.3
O=C(c1cc(-c2ccccc2)on1)N1CCc2ccccc2C1,-8.7,16.5
Cc1ccc(C)c(NC(=O)Cn2c([N+](=O)[O-])cnc2C)c1,-5.4,14.8
COC(=O)[C@@]1(Cc2ccc(OC)cc2)[C@H]2c3cc(C(=O)N4CCCC4)n(CCn4cc([N+](=O)[O-])nc4C)c3C[C@H]2CN1C(=O)c1ccccc1,-16.6,15.5
COC(=O)C1=C(O)C(C(=O)OC)C(c2ccc(C)cc2)C(C#N)(C#N)C1c1ccc(C)cc1 (configuration not stated),-17.7,3.2
CCCn1c(=N)c(S(=O)(=O)c2ccc(F)cc2)cc2c(=O)n3ccccc3nc21,-33.2,14.0
CS(=O)(=O)c1cccc(NC(=O)CSc2nnc3n2CCCCC3)c1,-5.0,2.6
Cc1ccc(NC(=O)COC(=O)c2ccnn2C)cc1,5.0,16.2
COC(=O)N/N=C(\CCC(=O)O)c1cccs1,2.2,16.5
COc1ccc(NC(=S)Nc2ccccc2)cn1,-0.2,18.7
CN(c1ccccc1)c1nc(N)c([N+](=O)[O-])c(Nc2cccc(F)c2)n1,-46.9,13.2
Cc1ccc(NC(=S)N(Cc2cccc(Br)c2)CC2CCC(C(=O)O)CC2)cc1Cl (configuration not stated),4.9,14.9
COc1ccc(CCNS(=O)(=O)c2cccc3nsnc23)cc1OC,-21.8,21.9
CC(=O)OC[C@]12CC[C@H]3[C@@](C)(CC[C@H]4C(C)(C)CCC[C@]34C)[C@@H]1C[C@H](C1=CC(=O)O[C@@H]1OC(C)=O)O2,19.0,-0.2
Cn1c(C(=O)N2CCCC(C(=O)NCc3cccs3)C2)cc2sccc21 (configuration not stated),-23.6,15.0
O=C(O)c1ccccc1-c1ccccc1C(=O)NCc1ccco1,-15.5,6.8
CC1CCC(C(C)C)C(OC(=O)COC(=O)c2cc(O)ccc2N)C1 (configuration not stated),-20.7,22.8
Cn1c(NC(=O)c2ccccc2)cc(=O)n(C)c1=O,-15.3,16.1
COc1ccc(Cl)cc1N/C(N)=N/c1nc(CSc2ccc(C)cc2)cc(=O)[nH]1,-20.4,3.1

# Further structures follow:
SMILES,OX1R antag-1,OX1R antag-2
CC(NC(=O)COc1ccccc1)C(=O)NC1=NCCS1 (configuration not stated),-12.8,3.9
CCOC(=O)CCc1c(C)nc2ncnn2c1C,-10.4,7.0
N=C1C=CC=C2C1=NC1(CCCCC1)N2O,-27.8,34.1
S=C(NCCc1ccc(Cl)cc1)NC1CC1,-11.9,17.5
CCCc1nnc(NC(=O)CSc2nc3ccccc3[nH]2)s1,-15.6,13.2
O=C(NCCCO)/C(=C/c1ccc(-c2cccc([N+](=O)[O-])c2)o1)NC(=O)c1ccccc1,-13.5,50.6*
CCOc1ccc(OCCC(=O)N(CC)CC(=O)Nc2ccccc2C(F)(F)F)cc1,-17.9,9.2
CCOc1cc(C2C3=C(CCCC3=O)NC3=C2C(=O)CCC3)cc(Cl)c1O,-19.3,25.5
C=C(C)c1cccc(C(C)(C)NC(=O)N2CCN(c3ccc(OC)cc3)CC2)c1,-26.2,4.3
O=C(N/N=C/c1ccncc1)c1cnccn1,-1.5,10.2
Fc1ccc(-n2c(=S)[nH]c3cccnc32)cc1,-14.7,5.8
COc1ccc(CC(=O)Nc2nnc(-c3cccc([N+](=O)[O-])c3)s2)cc1,-7.7,8.8
COc1ccc(NC(=O)CN2CCN(c3ccccn3)CC2)cc1Cl,4.9,10.4
COc1cc(OC)nc(NC(=O)CSc2nnc(-c3ccccc3)n2C2CCCCC2)n1,-11.3,-0.9
COc1ccc(OC[C@@H](O)CNC(=O)c2cccc3c2C(=O)c2ccc(Cl)cc2S3(=O)=O)cc1,-21.6,42.5*
CN(c1ccccc1)S(=O)(=O)c1cccc(C(=O)NCC(=O)Nc2ccc(F)c(F)c2F)c1,-4.8,9.2
O=C(N/N=C/C=C/c1ccccc1)c1cc(C2CC2)[nH]n1,-11.4,13.5
O=C1NCC(=O)N2C(c3ccccc3)c3[nH]c4ccccc4c3C[C@@H]12 (some centres not stated),-27.4,6.0
Cc1ccc(S(=O)(=O)N2CCOCC2)cc1C(=O)Nc1ccc(S(=O)(=O)Nc2nccs2)cc1,-11.2,10.6
COc1ccc(CN2CCN(Cc3ccon3)CC2CCO)c(C)c1C (configuration not stated),-21.5,15.5
CCOC(=O)c1c(-c2ccccc2)csc1N1C(=O)Nc2ccccc2N1O,-20.1,20.7
CCOC(=O)Nc1cc(C(=O)OCC)c(C)nc1C,-22.4,15.1
CCOc1ccccc1NC(=O)C1CCCN(S(C)(=O)=O)C1 (configuration not stated),-10.4,11.9
CCOC(=O)c1c(NC=O)sc2c1CCC2,-18.7,5.4
O=C(CC(Nc1ccccc1)c1ccc(F)cc1)c1ccccc1 (configuration not stated),-31.6,8.7
O=C(Nc1ccc(OC(F)(F)F)cc1)c1ccc2c(c1)no[n+]2[O-],20.9,16.0
CCC12CN3CCN(CC(C3)/C1=N\NC(=O)c1ccc(Cl)cc1)C2,-12.8,13.6
O=C(O)c1ccc(NC(=O)c2cccc(C(=O)Nc3ccc(C(=O)O)cc3)n2)cc1,-3.0,-11.1
O=C(c1ccco1)N1CCN(S(=O)(=O)c2ccc(Cl)cc2)CC1,-16.7,-2.5
COC(=O)c1cc(OC)c(OC)cc1NC(=S)NC(=O)c1ccco1,-21.6,13.9
CCOc1ccc(C2C3=C(Nc4nc(N)[nH]c(=O)c42)c2ccccc2C3=O)cc1 (configuration not stated),-14.9,6.6
Cc1ccc(-n2nc(C(=O)NCc3ccco3)c3c4ccccc4n(C)c3c2=O)cc1,-30.3,19.1
COC(=O)c1cc2c(C)[nH]c(C)c2cc(C(=O)OC)c1=O,8.6,45.4
CC(C(=O)OCC(=O)c1ccccc1)N1C(=O)c2ccccc2C1=O (configuration not stated),-2.8,16.7
CN(CC(=O)Nc1cc(Cl)ccc1C#N)C1CCS(=O)(=O)C1 (configuration not stated),-1.2,3.1
Cc1ccc(NC(=O)COc2ccc(N(C)C(=O)C(C)(C)C)cc2)cc1S(=O)(=O)N1CCCCC1,72.8*,19.8

# Arranged by value in OX1R antag-2 (high to low): 4 from the list above.
SMILES,OX1R antag-1,OX1R antag-2
CCOc1cc(C2C3=C(CCCC3=O)NC3=C2C(=O)CCC3)cc(Cl)c1O,-19.3,25.5
COc1ccc(Cl)cc1N/C(N)=N/c1nc(CSc2ccc(C)cc2)cc(=O)[nH]1,-20.4,3.1
COC(=O)c1ccc(N2C(=O)C3C4C=CC(CC4)C3C2=O)cc1 (configuration not stated),-12.7,-0.3
O=C(c1ccc(Cl)c(S(=O)(=O)N2CCOCC2)c1)N1CCN(c2ccccc2F)CC1,-22.8,-1.8

# Next section
SMILES,OX1R antag-1,OX1R antag-2
CCCCn1c(-c2ccccc2C)nc2cc3[nH]c(=O)c(C(C)C)nc3cc21,-52.6,23.4
CCOc1ccc(S(=O)(=O)Nc2ccc(C(=O)NCC(c3ccco3)N3CCCCC3)cc2)cc1 (configuration not stated),-14.6,14.1
COc1ccc(C(=O)NNC(=O)Cc2nc3ccccc3n2C)cc1,-7.0,2.3
CC(C)N1CCN(Cc2ccc(Oc3ncccn3)cc2)CC1CCO (configuration not stated),-3.1,5.3
COc1cc2cnc(-c3ccccc3)c(-c3ccc(C(F)(F)F)cc3)c2cc1OC,-44.9,1.0
CC1CN(S(=O)(=O)c2cccc(C(=O)N(C)C3CCN(C)CC3)c2)CC(C)O1 (configuration not stated),-13.5,4.5
CC(C)(C)C(=O)CN1C(=O)NC(C)(Cc2ccc3c(c2)OCO3)C1=O (configuration not stated),-8.8,10.8
CN1CCC(=C2c3ccccc3C=Cc3ccccc32)CC1,-16.1,8.1
Cc1ccc(CC(=O)Nc2ccccc2N2CCOCC2)cc1C,-17.6,12.8
O=C(NCCc1ccccc1F)C(=O)Nc1nccs1,-10.4,16.0
COc1ccc(CC(=O)N2CC3(C)CC2CC(C)(C)C3)cc1 (configuration not stated),-15.0,-15.8
Cc1ccc(NC(=O)CN(Cc2ccccc2)S(C)(=O)=O)cc1C,-24.1,10.8
Cc1nonc1OCCNCc1c(C(=O)N2CCCCCCC2)nc2ccc(Cl)cn12,-34.5,22.4
COc1cc(CCCN2C(=S)NC[C@@H]2CC2CCCCC2)cc(OC)c1OC,-22.8,30.0
O=C(NCCCl)Nc1cc([N+](=O)[O-])ccc1Cl,2.1,25.6
COc1ccc(N2C(=O)CC(c3ccc([N+](=O)[O-])cc3)C2=O)cc1 (configuration not stated),0.5,13.8
CCOc1ccccc1C=Nc1ccccc1C(=O)Nc1ccccc1,-22.9,10.0
CCOc1ccc(-c2nnn(CC(=O)c3ccc4c(c3)OCCO4)n2)cc1OCC,-28.7,15.8
Cc1ccc(C(=O)NCCC(=O)N2CCC3(CC2)NCCc2[nH]cnc23)cc1C,-6.9,10.3
CC(=O)Nc1cccc(/C(C)=N/NC(=O)c2ccc(Cl)cc2Cl)c1,-20.8,4.4
O=C(CCCN1C(=O)/C(=C\c2cccs2)SC1=S)Nc1cccc(C(=O)O)c1,-13.1,25.6
